Bioassay records as filed in PubChem BioAssay.
Runt-CBFb FRET – inhibitors of RUNX1 Runt–CBFb binding, primary screen, biochemical, FRET, Cerulean-Runt, Venus-CBFb, uHTS. Runt-related transcription factor 1 (Homo sapiens) + Core-binding factor subunit beta …. Cerulean-Runt/Venus-CBFb FRET ratio 530/480, 1 h. inhibition, % at 20 µM. hit rate 0.46% among 220,000. AID 1496, 2009;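 active means inhibition over about 50% at 20 µM in the single-dose screen, limit read from the data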;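 further: 0% = DMSO wells and 100% = excess unlabeled CBFb competitor control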
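Buffer or medium: Tris pH 7.5 buffer with BSA. Assay system: Cerulean-labeled Runt domain protein. Amount: each fluorescent fusion protein 100 nM. Read-out basis: loss of energy transfer signal. Incubation: 1 h compound exposure, room temperature. Probe or stimulus: Venus-CBFb binding partner, 100 nM. Detection: FRET, excitation 422 nm, emission at 530 and 480 nm.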
zVAD death inh – inhibitors of zVAD-triggered necroptosis, primary screen, L929 cells; L929 zVAD necroptosis rescue, ATP luminescence, 24 h; with zVAD 60 µM; viability rescue, % at 10 µM; hit rate 0.38% among 220,000;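 active means activation, scaled between plate controls, above about 75%, limit read from the data; inactive means activation under that limit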;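 further: 0% = zVAD with DMSO and 100% = DMSO alone without zVAD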
Runt-SMMHC FRET – inhibitors of RUNX1 Runt–CBFb-SMMHC binding, primary screen, biochemical, FRET, Cerulean-Runt, Venus-CBFb-SMMHC, uHTS | Cerulean-Runt/Venus-CBFb-SMMHC FRET ratio 530/480, 1 h | AID 1434, 2008 | inhibition, % at 20 µM | hit rate 0.74% among 220,000 | Runt-related transcription factor 1 (Homo sapiens) + Core-binding factor subunit beta …;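 active means mean inhibition across duplicate retests at 20 µM reaching about 50%, limit read from the data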;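 further: 0% = DMSO wells and 100% = wells with excess untagged CBFb-SMMHC; inhibitors lower the FRET ratio by blocking Runt binding to CBFb-SMMHC; some results filed as inactive read as strong as hits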
14-3-3 Bad inh – inhibitors of 14-3-3 zeta/Bad binding, primary screen, biochemical, TR-FRET, bovine 14-3-3 zeta; 14-3-3 protein zeta/delta (Bos taurus), P63103; TR-FRET 14-3-3zeta/Dy647-pBad peptide displacement, 1 h; inhibition, % at 21.7 µM; hit rate 0.71% among 220,000; AID 781, 2007;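 active means inhibition above about 70%, limit read from the data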;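 further: 0% = full 14-3-3 plus peptide FRET controls and 100% = background without 14-3-3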
EBV gp42 block – Epstein-Barr virus gp42 inhibitors, primary screen, biochemical, uHTS, fluorescence polarization. Fluorescence polarization binding assay, mP read-out. Glycoprotein 42 (Epstein-Barr virus (strain AG876)), Q1HVG2. hit rate 0.42% among 220,000. inhibition, % (tested at 21.74 µM); in the data active means inhibition above about 50%
TbHK1 inh – Trypanosoma brucei hexokinase 1 inhibitors, primary screen, biochemical, G6PDH-coupled NADH absorbance, MLSCN library; recombinant TbHK1, G6PDH-coupled NADH A340; hit rate 0.11% among 220,000; hexokinase 1 [Trypanosoma brucei]; inhibition, % at 10 µM;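 active means inhibition of 50% or more in the single-dose primary screen; inactive means inhibition below 50%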
p47phox inh – p47phox/p22phox peptide binding inhibitors, primary screen, biochemical, uHTS, NADPH oxidase regulatory subunit. fluorescence polarization, 2 h. inhibition, % at 24.7 µM. hit rate 0.53% among 220,000;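 active means inhibition above about 30%, limit read from the data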;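 further: 0% = p47phox with labelled peptide and 100% = labelled peptide alone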
Mdm2 ligase inh – MDM2-luciferase reporter signal enhancers, primary screen, MDM2 E3 ligase inhibitor project, cell-based, luminescence, 1536-well. AID 1230, 2008. cell-based MDM2 ubiquitination luciferase reporter, 2 h; 0 = plate control, 100 = twice control, blank-subtracted. hit rate 0.11% among 210,000. signal enhancement, % at 5 µM;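 active means signal enhancement of 30% or more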;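 further: luminescence tracks abundance of the self-degrading MDM2-luciferase fusion protein; higher signal means inhibition of MDM2 E3 ligase activity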
Target sequence (Q00987 whole entry, looked up, the tested form may be a part): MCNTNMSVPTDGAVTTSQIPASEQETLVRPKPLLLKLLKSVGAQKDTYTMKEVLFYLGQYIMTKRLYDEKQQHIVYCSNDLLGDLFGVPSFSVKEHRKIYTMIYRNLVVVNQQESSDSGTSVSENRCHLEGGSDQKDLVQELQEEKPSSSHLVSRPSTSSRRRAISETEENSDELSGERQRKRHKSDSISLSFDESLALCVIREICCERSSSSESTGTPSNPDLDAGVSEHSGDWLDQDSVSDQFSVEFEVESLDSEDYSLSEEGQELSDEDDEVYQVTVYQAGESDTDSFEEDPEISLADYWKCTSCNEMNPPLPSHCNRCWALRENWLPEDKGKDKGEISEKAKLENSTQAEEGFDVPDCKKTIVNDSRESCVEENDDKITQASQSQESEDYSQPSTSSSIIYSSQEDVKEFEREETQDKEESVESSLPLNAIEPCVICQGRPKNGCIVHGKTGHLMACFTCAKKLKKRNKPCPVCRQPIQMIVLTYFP
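test system = mammalian cells stably expressing self-ubiquitinating, self-degrading MDM2 E3–luciferase fusion | quantity = 2000 cells/well | incubation = cell settling 4 h, compound treatment 2 h, both 37 °C | signal = luminescence with SteadyLite reagent, 15 min at room temperature | evaluation = % enhancement relative to plate controls after blank subtraction | benchmarks = plate controls and plate blanks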
Hck Nef HTS – inhibitors of Nef-activated human Hck kinase, primary screen, biochemical, Z-Lyte FRET, 384-well, Hck-YEEI; Tyrosine-protein kinase HCK (Homo sapiens), P08631; Recombinant Hck-YEEI plus Nef, Z-Lyte FRET kinase assay; inhibition, % at 20 µM; hit rate 0.68% among 220,000;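 active means Hck-Nef kinase inhibition above about 50%, limit read from the data; inactive means inhibition below that limit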;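 further: 0% = DMSO with Hck plus Nef and 100% = Hck alone without Nef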
Target sequence (P08631 whole entry, looked up): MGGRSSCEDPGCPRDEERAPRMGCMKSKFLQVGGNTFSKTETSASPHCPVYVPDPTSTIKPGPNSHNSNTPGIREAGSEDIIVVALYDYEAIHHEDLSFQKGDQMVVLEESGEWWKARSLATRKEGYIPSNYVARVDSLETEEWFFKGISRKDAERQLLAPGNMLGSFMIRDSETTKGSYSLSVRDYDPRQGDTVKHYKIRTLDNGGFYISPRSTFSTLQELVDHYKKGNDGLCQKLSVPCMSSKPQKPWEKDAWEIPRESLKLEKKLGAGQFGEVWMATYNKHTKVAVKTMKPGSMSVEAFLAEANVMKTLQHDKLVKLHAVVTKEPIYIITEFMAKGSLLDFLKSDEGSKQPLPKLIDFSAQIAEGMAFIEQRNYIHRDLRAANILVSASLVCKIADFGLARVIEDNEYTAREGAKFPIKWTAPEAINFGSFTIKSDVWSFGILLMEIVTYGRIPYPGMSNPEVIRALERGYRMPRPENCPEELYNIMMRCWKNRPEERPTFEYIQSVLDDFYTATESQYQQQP
Active calls of the source: *; nt = no result given; [ ] = another dose, or the depositor's remark.

smiles	Runt-CBFb FRET	zVAD death inh	Runt-SMMHC FRET	14-3-3 Bad inh	EBV gp42 block	TbHK1 inh	p47phox inh	Mdm2 ligase inh	Hck Nef HTS
CCCCC(=O)N1C/C=C\C(c2ccc(OC)cc2)N(Cc2ccc(F)cc2)C(=O)C1 (configuration not stated)	0	-0.1	2	3	-18	-6	-5	-3	29
O=S(=O)(Nc1ccc(-n2cccc2)cc1)c1ccccc1	1	0.4	3	-4	-17	7	-20	-12	1
N#CCCCn1c(=O)oc2ccccc21	0	2.9	2	-4	-9	-2	-9	-3	24
COc1ccc(/C=C/C(=O)Oc2ccc(C)c(C)c2)cc1OC	-4	0.6	-8	-13	4	-2	2	-3	-13
Cc1c(C(=O)C(=O)N2c3ccc(F)cc3CCC2C)c2ccccc2n1C (configuration not stated)	-2	-0.8	2	2	-5	-20	-24	-1	1
CN(C)C(CNC(=O)c1ccc(NC(=O)CC#N)cc1)c1ccccc1 (configuration not stated)	-1	-0.3	7	33	0	5	-17	-13	15
Cc1ccccc1Cn1c(=N)n(CC(=O)c2ccc([N+](=O)[O-])cc2)c2ccccc21	-5	0.0	-39	-10	-31	5	-2	-4	2
COc1cc(N2CCCC2)ccc1[N+](=O)[O-]	-5	0.7	-10	6[fluorescence artefact?]	-17	1	-7	-3	8
COc1cc(/C=C/C(=O)OCC(=O)Nc2ccc(S(=O)(=O)N3CCCC3)cc2)ccc1O	7	2.1	17	8	-12	-11	-39	13	9
O=C(Cn1nnc2ccccc2c1=O)Nc1ccc2c(c1)CCC2	-1	-0.2	-1	4	3	3	-1	4	-1
COc1ccc(C(=O)Nc2nccs2)cc1[N+](=O)[O-]	1	5.7	0	2	4	-10	-1	-14	1
CCN(CC)CC(=O)NC12CC3CC(CC(C3)C1)C2	1	0.3	5	18[fluorescence artefact?]	-6	-4	-11	-8	-4
Cn1c(CCC(=O)OCC(=O)NCc2ccc3c(c2)OCO3)nc(=O)c2ccccc21	-1	0.3	3	0	-1	2	3	7	9
CC(C(=O)Nc1cccnc1)C1Sc2ccccc2NC1=O (configuration not stated)	4	10	0	-8	-4	-3	-11	-2	18
COc1ccc(C(C(=O)NC(C)(C)C)N(C(=O)CNC(=O)c2cccs2)c2ccc(C)cc2)cc1OC (configuration not stated)	-3	-0.2	4	-8	-15	-10	-6	-5	-1

smiles	Runt-CBFb FRET	zVAD death inh	Runt-SMMHC FRET	14-3-3 Bad inh	EBV gp42 block	TbHK1 inh	p47phox inh	Mdm2 ligase inh	Hck Nef HTS
COCCOc1cc(NC(=O)CS(=O)CC(=O)N(C)C)c(Cl)cc1Cl (configuration not stated)	0	-0.2	1	-4	-9	-6	-6	-49	-4
COC(=O)C1=C(C(=O)OC)[C@@H]2N(C)c3ccc(OC)cc3[C@@]23C[C@@H](C(=O)OC)N(C(=O)C2CCC2)C3=N1	0	0.3	-5	4	-8	-31	11	-7	14
Cn1c(=O)[nH]c(=O)c2c1nc(NCCCO)n2Cc1ccc(F)cc1	-2	-0.3	-5	-11[fluorescence artefact?]	-26	-3	-5	nt	0
CC12CCC(C(=O)N(NC(=O)c3cccnc3)C1=O)C2(C)C (configuration not stated)	0	-0.1	2	-18	8	33	-5	-12	0
Cc1cccc(NC(=O)c2nc[nH]c2C(=O)N[C@@H](CCCCNC(=O)OC(C)(C)C)C(=O)OC(C)(C)C)c1	-7	-0.1	-5	-5	-3	-25	5	-5	39
Cc1ccccc1CCN(C(=O)CN1C(=O)c2ccccc2S1(=O)=O)C(C(=O)NCC1CCCO1)c1ccncc1 (configuration not stated)	-9	0.4	-1	-10	2	20	0	-11	3
Cc1ccc(-c2nn(C)c(=O)c3ccccc23)cc1CO	-2	-0.2	3	14	-20	0	-4	-9	0
CC[C@H]1OC(=O)[C@H](C)[C@@H](O[C@H]2C[C@@](C)(OC)[C@@H](O)[C@H](C)O2)[C@H](C)[C@@H](O[C@@H]2O[C@H](C)C[C@H](N(C)C)[C@H]2O)[C@](C)(O)C[C@@H](C)[C@@H]2N[C@@H](COCCOC)O[C@H]([C@H]2C)[C@]1(C)O	-2	0.9	1	-1	-3	5	2	nt	-6
Cc1ccc(CSc2nc3ccsc3c(=O)n2Cc2ccccn2)cc1	-4	-1.1	2	-4	5	-3	-4	-7	-1
O=C(NC(Nc1nc2ccc([N+](=O)[O-])cc2s1)(C(F)(F)F)C(F)(F)F)c1ccccc1	-2	0.5	-6	0	-13	-17	-19	-24	-22
CC(C)c1ccccc1NC(=S)N(C)C	2	0.9	-4	2	-14	-7	-8	-18	10
COc1ccccc1Nc1nc(-c2cccc(N3C(=O)c4ccccc4C3=O)c2)cs1	10	1.2	2	16	5	-10	-13	5	1
Cc1cc(C(F)(F)F)nn1CC(=O)NNC(=S)Nc1ccc(F)cc1	4	-0.3	-1	-4	-7	1	-15	-9	1
c1cnn(Cc2cnc(N3CCOCC3)s2)c1	-2	1.9	-2	-7	-10	1	-8	-4	2
Cc1cc(C)c(NC(=O)c2cnn(C)c2)c(C)c1	-1	0.3	3	-1	-7	-2	4	-15	3

Limited to 14-3-3 Bad inh, Hck Nef HTS and p47phox inh, for two of the compounds above:
Compound,14-3-3 Bad inh,Hck Nef HTS,p47phox inh
Cc1cccc(NC(=O)c2nc[nH]c2C(=O)N[C@@H](CCCCNC(=O)OC(C)(C)C)C(=O)OC(C)(C)C)c1,-5,39,5
Cc1ccccc1CCN(C(=O)CN1C(=O)c2ccccc2S1(=O)=O)C(C(=O)NCC1CCCO1)c1ccncc1 (configuration not stated),-10,3,0

Other entries follow:
smiles	Runt-CBFb FRET	zVAD death inh	Runt-SMMHC FRET	14-3-3 Bad inh	EBV gp42 block	TbHK1 inh	p47phox inh	Mdm2 ligase inh	Hck Nef HTS
Cc1cccc(OCC(=O)N(Cc2cccs2)C2CCS(=O)(=O)C2)c1C (configuration not stated)	-4	-1.0	0	-1	-3	8	2	-9	-6
CSc1cccc(NS(=O)(=O)c2ccccc2)c1	0	0.0	2	0	16	1	-1	-11	0
COc1cc(C(=O)N2CCN(S(=O)(=O)c3ccc(F)cc3)CC2)cc(OC)c1OC	2	0.1	5	-14	-13	-3	-16	-15	-1
CCOC(=O)c1ccc(NC(=O)COc2ccc(S(=O)(=O)NC(C)C)cc2)cc1	-1	-0.2	-2	72*	-8	6	-8	-3	0
Cc1ccc(C(=O)NCCc2nnc3ccc(SCC(=O)Nc4cc(C)on4)nn23)cc1	2	1.6	-1	-8	-2	-2	-3	-8	15
CN(C)C(=O)COC(=O)c1cccc(CN2C(=O)c3ccccc3C2=O)c1	1	0.0	1	10	-2	8	-2	-4	19
CC(=O)c1c(C)nc2ccccc2c1N	-1	-0.5	2	2	-14	-4	-12	-9	3
COC(=O)C1=C(O)/C(=C\c2ccc(O)c(OC)c2)N=C1C	-3	0.0	-15	-9	-31	-14	-45	-24	1
O=C(Cn1cccc1C(=O)c1ccccc1)NCCN1CCOCC1	0	-0.2	-9	4	-22	-4	-8	-18	-1
CCC1CCCCN1C(=O)CSc1nc2c([nH]c3ccccc32)c(=O)n1C (configuration not stated)	-6	-1.0	-4	0[fluorescence artefact?]	-20	-2	-19	7	9
O=C(COc1ccc(S(=O)(=O)N2CCCCC2)cc1)NCc1cccnc1	-1	0.4	-3	-1	-19	-3	35*	-9	2
COc1ccc(COc2ccsc2C(=O)Nc2ccc(Cl)cc2)cc1	-2	0.1	10	nt	-26	2	-6	1	1
Cc1[nH]c2ccc(C(C)C)cc2c1CC(=O)O	-16	1.1	-28	-6	-16	0	-11	-12	11
O=C(Cn1cnc([N+](=O)[O-])n1)NC1CC1	0	1.9	0	-4	1	-1	-2	8	4
Cc1ccc(/C(O)=C2\C(=O)C(=O)N(CCc3c[nH]c4ccccc34)C2c2cccnc2)cc1 (configuration not stated)	1	3.2	3	-5	-5	-18	-3	1	17

smiles	Runt-CBFb FRET	zVAD death inh	Runt-SMMHC FRET	14-3-3 Bad inh	EBV gp42 block	TbHK1 inh	p47phox inh	Mdm2 ligase inh	Hck Nef HTS
CCn1c(SCC(=O)Nc2nc3c(s2)CCCC3)nnc1-c1ccccc1	-4	2.8	-9	2	4	2	-2	-1	0
COc1ccc(NC(=O)/C(C#N)=C\c2cc(OC)c(OCc3ccc(C(=O)O)cc3)cc2Br)cc1	0	4.6	-8	-16	-10	-9	-4	12	33
O=C(Nc1nc2ccccc2s1)c1cc2c(s1)-c1ccccc1OC2	19	1.5	59*	27	-14	-19	-1	-8	36
CCOC(=O)Cc1csc(NC(=S)NC(=O)CC(C)C)n1	-2	0.5	1	12	-17	22	-13	7	4
CC(=O)Oc1ccc(N(C(C)=O)S(=O)(=O)c2cc([N+](=O)[O-])ccc2C)cc1	-1	1.8	-5	-14[fluorescence artefact?]	6	35	-3	-7	2
Cc1ccc2nnc(Cl)n2n1	0	-0.4	0	-2[fluorescence artefact?]	-1	-4	-1	-7	-1
Cc1ccccc1Oc1ncccc1C(=O)/C(C#N)=C/N(C)C	0	0.4	4	-11	8	-17	-2	0	-1
C/C(=N\NC(=S)NC1CCCCC1)c1c(F)cccc1F	1	-1.2	-4	-18	-18	-1	-11	0	11
CCCn1c(SCc2cc(=O)oc3ccc4ccccc4c23)n[nH]c1=O	-5	2.4	-10	4[fluorescence artefact?]	-13	-10	-5	-9	-5
O=C(NC1CCCc2ccccc21)c1cccc(S(=O)(=O)N2CCN(c3ccccc3)CC2)c1 (configuration not stated)	1	1.1	3	-5	-16	-10	-7	-24	-1
N#CC1C(C#N)N2CCCN2C1c1ccc(Cl)cc1 (configuration not stated)	-3	0.5	3	-2	1	-3	7	-4	0
CNS(=O)(=O)c1ccc(N=Cc2c(C)[nH]n(-c3ccc(C)cc3C)c2=O)cc1	0	2.4	-1	-15	-11	-9	-11	-10	26
CC(C)Cn1c(SCC(=O)Nc2ncccn2)nc2ccccc21	0	6.4	0	-16	-5	1	-20	-18	19
CCCCN1C(=O)c2ccc(C(=O)Nc3c(N)n(CCCC)c(=O)n(C)c3=O)cc2C1=O	-3	1.4	2	11[fluorescence artefact?]	-16	-3	-18	-11	-4
O=C(CCc1nc(-c2ccccc2F)no1)NC1CCCCCC1	-3	-0.3	-1	5	-16	0	0	-21	0
COc1ccc(NC(=S)NCc2ccco2)c(OC)c1	4	0.8	3	-8	-20	-4	-7	-19	3
COc1ccc(S(=O)(=O)Nc2ccccc2C)cc1C(=O)N1CCOCC1	2	0.2	1	-4	-3	-3	1	-13	11

No enrichment for hits. About 3.2% of those tested had a hit in this group.
